# GPR151 ag: activates the human receptor GPR151; Q8TDV0; PathHunter beta-arrestin GPR151 cells, luminescence; actives 1% (n = 650,000); activation, % at 11.2 µM; in the data active means activation above about 4.9%;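 further: 0% = median of compound wells and 100% = cells with positive control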
# FBW7 activator: human FBW7 E3 ligase activation, primary screen. Q969H0. AlphaScreen FBW7–phospho-cyclin E peptide binding, activator screen. AID 1259310. normalized activity (activation), % at 26.1 µM. actives 0.13% (n = 650,000); in the data active means normalized activity above about 1.9%;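 further: purified mutant Fbw7 with reduced substrate affinity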
# Target sequence (Q969H0 whole entry, looked up): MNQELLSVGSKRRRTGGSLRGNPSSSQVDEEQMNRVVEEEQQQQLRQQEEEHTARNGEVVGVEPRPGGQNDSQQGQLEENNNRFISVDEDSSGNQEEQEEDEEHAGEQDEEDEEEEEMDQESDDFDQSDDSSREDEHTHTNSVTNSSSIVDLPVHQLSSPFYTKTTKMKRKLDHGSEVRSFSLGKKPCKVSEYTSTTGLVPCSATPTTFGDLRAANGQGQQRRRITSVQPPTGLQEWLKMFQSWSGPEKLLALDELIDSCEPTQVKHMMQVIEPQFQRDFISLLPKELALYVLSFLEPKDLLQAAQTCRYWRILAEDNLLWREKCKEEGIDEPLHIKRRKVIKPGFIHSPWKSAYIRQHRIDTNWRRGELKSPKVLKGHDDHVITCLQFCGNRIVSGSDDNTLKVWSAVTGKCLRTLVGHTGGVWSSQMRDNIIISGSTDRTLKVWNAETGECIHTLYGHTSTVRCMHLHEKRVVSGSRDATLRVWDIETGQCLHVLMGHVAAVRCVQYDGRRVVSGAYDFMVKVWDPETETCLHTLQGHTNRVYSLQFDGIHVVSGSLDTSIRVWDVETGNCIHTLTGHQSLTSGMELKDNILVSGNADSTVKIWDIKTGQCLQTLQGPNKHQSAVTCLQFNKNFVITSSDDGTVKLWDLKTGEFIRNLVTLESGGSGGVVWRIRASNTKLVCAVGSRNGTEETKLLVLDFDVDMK
# TEAD-YAP inh: TEAD-YAP interaction inhibition | HEK-TIYL cells, TEAD-Gal4/YAP UAS-luciferase luminescence | inhibition, % at 9.12 µM | actives 1.4% (n = 640,000); in the data active means inhibition above about 32%;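 further: 0% = median of test compound wells and 100% = reference inhibitor wells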
# MITF primary: inhibitors of human MITF | AlphaScreen MITF homodimerization, bead proximity signal | inhibition, % at 2.6 µM | actives 0.91% (n = 650,000) | AID 1259374; in the data active means inhibition above about 50%;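 further: 0% = vehicle wells with protein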
# * marks the source's active call; other numbers are inactive results. No enrichment for hits; any-hit rate near 3.5%.
SMILES,GPR151 ag,FBW7 activator,TEAD-YAP inh,MITF primary
COc1ccc(C)cc1NC(=O)Nc1cnn(Cc2ccc(F)cc2)c1,0.7,0.2,7,0
CCOC(=O)N1CCN(S(=O)(=O)c2ccc(C(=O)Nc3sc4c(c3C#N)CCCCC4)cc2)CC1,-1.2,1.7,-6,23
CCOC(=O)C1(CC2CCCCO2)CCN(S(=O)(=O)c2ccccc2)CC1 (stereo not given),0.3,-0.2,-4,12
CC(=O)c1cc2c(cc1NC(=O)Cn1nc(-c3ccc(F)cc3)ccc1=O)OCO2,-0.6,0.0,-5,5
O=C(OCc1ccc(Oc2ccc([N+](=O)[O-])cc2)cc1)c1cccnc1,2.2,-0.1,0,10
CC[C@@H]1NC(=O)[C@@H]2C[C@H](NC(=O)c3c(Cl)cccc3Cl)CN2C1=O,0.3,0.2,7,18
CC1CCC(C(=O)Nc2ccc(Oc3ccc(Cl)cc3)cc2)CC1 (stereo not given),-1.4,0.1,4,-11
COc1ccc(NC(=O)C2CC(=O)N(CCc3ccc(OC)c(OC)c3)C(=Nc3ccccc3)S2)cc1 (stereo not given),-1.0,-0.2,9,1
Fc1ccc(-n2cc(-c3ccccc3)c3c(NC4CCCCCC4)ncnc32)cc1,0.9,0.0,-12,-3
COc1ccccc1N(CC(=O)Nc1ccc(C)cc1)S(C)(=O)=O,0.1,0.1,0,15
Cc1ccc(S(=O)(=O)N(C)N(C(=O)c2ccccc2)C2=NS(=O)(=O)c3ccccc32)cc1,-1.0,0.4,2,11
COc1cc(C=C2C(=O)OC3(CCCC3)OC2=O)cc(Br)c1O,1.0,0.1,3,5
O=c1cc(CSc2nnnn2-c2ccc(O)cc2)nc2sc3ccccc3n12,0.2,0.1,8,15
O=C(CNS(=O)(=O)c1ccccc1)OCC(=O)c1ccc2ccccc2c1,-1.5,0.0,-1,-23
O=C(NCc1ccccc1Cl)c1nnc(-c2cccnc2)o1,0.5,0.7,-5,13
Cc1ccccc1CN1CCc2nnc(C(NC(=O)C3CCOC3)C(C)C)n2CC1 (stereo not given),-1.0,-0.1,2,1
Brc1ccc(/C=N/n2cnnc2)cc1,-0.2,0.0,11,18
c1ccc(Cc2nc(N3CCCCCC3)c3c4c(sc3n2)CCCC4)cc1,-1.6,0.1,4,6
O=C(OC1(C(F)(F)F)C(=O)Nc2cc3c(cc21)OCO3)c1ccc(Cl)nc1 (stereo not given),0.4,-0.3,-3,81*
O=C(NCCCN1CCOCC1)c1ccc2c(c1)NC(=O)c1ccccc1N2,-0.7,0.0,6,-4
COc1cc(C2=N/C(=C\c3ccc(C)o3)C(=O)O2)cc(OC)c1OC,0.4,0.0,5,8
Cc1ccc(OCC(=O)NCCc2ccccc2)cc1,2.7,-0.1,0,3
CC(=O)c1ccc(NC(=O)c2ccc(N3C(=O)c4ccc(C(=O)Nc5ccc(C(C)=O)cc5)cc4C3=O)cc2)cc1,-0.4,-0.1,13,-1
CCOC(=O)c1cnn(CCOc2ccccc2)c1N,-1.9,0.0,-70,-6
CC1=C(C(=O)OCC(C)C)C(c2ccccc2Cl)NC(=O)N1C (stereo not given),-1.1,-0.5,0,2

# Some of the entries above, reformatted:
compound	GPR151 ag	FBW7 activator	TEAD-YAP inh	MITF primary
Fc1ccc(-n2cc(-c3ccccc3)c3c(NC4CCCCCC4)ncnc32)cc1	0.9	0.0	-12	-3
COc1ccccc1N(CC(=O)Nc1ccc(C)cc1)S(C)(=O)=O	0.1	0.1	0	15

# Continued:
SMILES,GPR151 ag,FBW7 activator,TEAD-YAP inh,MITF primary
Cc1noc(C)c1COC(=O)/C(=C/c1ccco1)n1nnnc1-c1ccccc1,4.1,0.2,2,-4
CC(C)CCn1cc(-c2ccc3ccccc3n2)c(=S)c2ccccc21,4.8,-0.2,-17,11
COC(=O)c1c(NC(=O)c2cc(OC)c(OC)c(OC)c2Br)sc2c1CCC(C)C2 (stereo not given),-0.3,-0.3,-2,-9
CC(C)(Oc1ccc(Cl)cc1)C(=O)Nc1ccc2c(c1)OCO2,-0.4,0.5,-17,5
COc1ccc(C(=O)c2ccc(Br)cc2)cc1,-0.3,0.5,4,-33
O=c1[nH]c(NCc2ccco2)nnc1Cc1ccccc1Cl,-0.6,-0.1,26,-14
Cc1ccc2nc(Nc3cc(C(=O)O)ccc3C)c3nnnn3c2c1,0.1,0.8,-8,4
Cc1nc2cc(NC(=O)Nc3ccc(Br)cc3)ccc2o1,2.9,-0.3,-48,5
O=S(=O)(Nc1ccc(Oc2ccccc2)cc1)c1ccc(F)cc1,2.2,0.1,-8,17
O=C(NCCCN1CCCC1=O)c1nc(-c2ccc(Cl)cc2)n2c1CCCCC2,3.5,-0.2,-4,0
Cc1ccccc1-c1nnc(SCC(=O)N2CCC(C)CC2)o1,0.8,0.0,2,8
Cc1[nH]n(-c2ccccc2)c(=O)c1/C=N/NC(=O)c1ccoc1C,-3.4,-0.1,-55,-3
Cc1nc(NCC(O)c2ccccc2)c2c3c(sc2n1)CCC3 (stereo not given),0.5,-0.1,-1,0
CCOc1cc(C=O)ccc1OC(=O)c1ccc(OC)c(OC)c1,1.5,0.2,16,18
Nc1c(C(=O)Nc2ccc3c(c2)OCCO3)nnn1CCc1ccccc1,0.3,-0.2,10,-1
COc1ccc(/C=C/C(=O)c2ccc(C)s2)cc1,0.7,0.3,-32,-5
Cc1cc(N2CCN(c3cccc(C)c3C)CC2)n2cnnc2n1,1.6,0.0,7,4
COc1ccc(/C=C2\SC(=S)N(CC(C)C)C2=O)cc1O,-0.4,-0.1,-24,16
CCC(=O)Oc1ccc2c(C)cc(=O)oc2c1,-0.4,0.0,1,3
CC(=O)N1CCN(c2ccc(NC(=O)c3sc4ccccc4c3Cl)cc2)CC1,1.0,-0.1,-4,1
Cc1ccc(C)c(CSc2nc3ccsc3c(=O)n2CCCC(=O)NCc2ccc3c(c2)OCO3)c1,0.5,-0.1,5,3
CN1C(=O)/C(=C/c2cccc(Cl)c2)Sc2ccc(C(=O)N3CCCC3)cc21,-0.8,1.0,5,14
Cc1cc(NC(=O)CN2CCN(c3ccccn3)CC2)ccc1Br,0.5,0.2,5,-8
COc1cc(Nc2nc3c(NC4CC4)ncnc3n2C(C)C)cc(OC)c1OC,0.8,-0.1,5,8
O=C(Nc1ccccc1)c1cc2ccccc2oc1=Nc1ccccc1F,-0.5,0.4,-42,1

# Laid out differently: entries from further up.
# Values run as follows: GPR151 ag	FBW7 activator	TEAD-YAP inh	MITF primary
O=C(Nc1ccccc1)c1cc2ccccc2oc1=Nc1ccccc1F
→ -0.5	0.4	-42	1
COc1ccc(/C=C/C(=O)c2ccc(C)s2)cc1
→ 0.7	0.3	-32	-5
O=S(=O)(Nc1ccc(Oc2ccccc2)cc1)c1ccc(F)cc1
→ 2.2	0.1	-8	17
Nc1c(C(=O)Nc2ccc3c(c2)OCCO3)nnn1CCc1ccccc1
→ 0.3	-0.2	10	-1
Cc1noc(C)c1COC(=O)/C(=C/c1ccco1)n1nnnc1-c1ccccc1
→ 4.1	0.2	2	-4
CC(C)(Oc1ccc(Cl)cc1)C(=O)Nc1ccc2c(c1)OCO2
→ -0.4	0.5	-17	5
CC(C)CCn1cc(-c2ccc3ccccc3n2)c(=S)c2ccccc21
→ 4.8	-0.2	-17	11

# 4 compounds from above, limited to MITF primary and GPR151 ag.
smiles	MITF primary	GPR151 ag
Cc1[nH]n(-c2ccccc2)c(=O)c1/C=N/NC(=O)c1ccoc1C	-3	-3.4
Cc1nc(NCC(O)c2ccccc2)c2c3c(sc2n1)CCC3 (stereo not given)	0	0.5
CCOc1cc(C=O)ccc1OC(=O)c1ccc(OC)c(OC)c1	18	1.5
Nc1c(C(=O)Nc2ccc3c(c2)OCCO3)nnn1CCc1ccccc1	-1	0.3

# Single values from the entries so far.
# Cc1noc(C)c1COC(=O)/C(=C/c1ccco1)n1nnnc1-c1ccccc1 in FBW7 activator → 0.2
# Cc1ccccc1-c1nnc(SCC(=O)N2CCC(C)CC2)o1 in FBW7 activator → 0.0
# CCOC(=O)c1cnn(CCOc2ccccc2)c1N in GPR151 ag → -1.9
# Fc1ccc(-n2cc(-c3ccccc3)c3c(NC4CCCCCC4)ncnc32)cc1 in TEAD-YAP inh → -12

# Continuation:
SMILES,GPR151 ag,FBW7 activator,TEAD-YAP inh,MITF primary
CCOc1cc(/C=C2/C(=N)N3N=C(C)SC3=NC2=O)ccc1OCCOc1cc(C)ccc1C,1.2,0.0,8,5
CCOc1ccc(C(=O)Nc2nc3c(s2)C(=O)CC(C)(C)C3)cc1OCC,-0.3,0.1,2,3
Cc1ccc2c(c1)N(CCC(=O)NCCc1ccccc1)C(=O)CO2,-0.4,0.0,3,-3
CCOC(=O)c1c(-c2ccccc2)csc1NC(=S)NC,0.9,0.2,-5,13
Cc1ccccc1OCCN1C(=O)C2(OCCCO2)c2ccccc21,-1.3,0.0,-3,-11
O=C(N/N=C/c1cc(O)ccc1[N+](=O)[O-])c1ccncc1,-0.8,0.0,1,0
Cc1ccc2c(c1)C1CN(C)CCC1N2C(=O)CSc1nc2c(c(=O)n(Cc3ccccc3Cl)c(=O)n2C)n1C (stereo not given),-0.1,-0.1,8,-16
CCCc1nc2ccccc2n1CC(=O)O,-0.6,0.0,7,11
CC(C)CC(C(=O)Nc1ccccc1)N1Cc2ccccc2C1=O (stereo not given),-0.2,-0.2,2,-4
O=C1C(C=Nc2ccc(F)cc2)=C(O)c2ccccc21,-1.6,0.0,12,4
CCCSc1nnc2c(n1)OC(c1cccc(Cl)c1)N(C(C)=O)c1ccccc1-2 (stereo not given),-0.1,-0.1,-3,4
O=C(NCC1CCC2(CCN(C(=O)Cc3ccc4ccccc4c3)CC2)O1)c1ccccn1 (stereo not given),0.9,0.1,-7,6
CCC(C)NC(=O)c1ccc(N(C)S(=O)(=O)c2ccc(Cl)cc2)cc1 (stereo not given),-1.0,0.9,1,20
O=C1CSc2ccc(C(=O)OCC(=O)NC34CC5CC(CC(C5)C3)C4)cc2N1,0.6,-0.1,0,-2
CCC1=Cc2cc(O)ccc2C2C1c1ccc(O)cc1C[C@H]2CC (stereo not given in full),4.7,-0.1,6,-4
O=C(c1cccn2c(=O)c3ccccc3nc12)N1CCN(c2ccccc2)CC1,-0.5,0.2,-3,-11
COc1cccc(OC)c1C(=O)Nc1sc2c(c1C#N)CCN(C(C)=O)C2,1.5,0.0,13,0
COC(=O)NNC(=O)c1ccc(OCCC(C)C)cc1,-2.2,-0.1,-6,11
COCCCNC(=O)c1sc2ncn(CC(=O)Nc3cccc(C(F)(F)F)c3)c(=O)c2c1C,-1.3,0.2,8,2
O=C(NCc1cccc(C(F)(F)F)c1)c1ccnc(Nc2ccccc2)c1,0.6,-0.1,-1,2
COc1cccc(-c2cnn3ccc(Nc4ccc(F)c(Cl)c4)nc23)c1,0.8,0.1,12,17
O=C(Nc1ccccc1C(F)(F)F)c1cnn2cccnc12,-0.7,0.1,-61,4
COc1ccc(C2C3=C(CC(C)(C)CC3=O)OC(N)=C2[N+](=O)[O-])cc1 (stereo not given),-0.5,0.0,15,16
O=C(Sc1nc(-c2ccccc2)c2cc(Cl)ccc2n1)N1c2ccccc2Sc2ccccc21,1.5,-0.1,7,-3
COc1ccccc1-c1nc2s/c(=C3\C(=O)N(CC(N)=O)c4ccccc43)c(=O)n2n1,1.1,-0.1,0,-12

# (further entries)
SMILES,GPR151 ag,FBW7 activator,TEAD-YAP inh,MITF primary
O=C(COc1cccc(Br)c1)N/N=C/c1cc2c(cc1[N+](=O)[O-])OCO2,-0.3,-0.1,8,4
CCN1C(=O)/C(=C(/C#N)C(=O)Nc2cc(C)c(Cl)cc2OC)c2ccccc21,0.9,-0.1,-5,-2
COc1ccc(-c2csc(NC(=O)c3ccc(S(=O)(=O)N4CCc5ccccc54)cc3)n2)cc1,-0.3,0.2,-9,13
O=C1C(=O)N(c2ccc(O)c(C(=O)O)c2)C(c2ccc([N+](=O)[O-])cc2)/C1=C(\O)c1ccccc1 (stereo not given),-0.4,-0.1,0,6
NC(=O)NS(=O)(=O)c1ccc(NC(=S)NC(=O)c2ccco2)cc1,-0.8,-0.3,5,0
COc1ccccc1CC1CC(=O)N(c2ccc(Cl)c(Cl)c2)C1=O (stereo not given),0.1,0.0,-8,-3
C=CCOc1ccc2c(C)c(Cl)c(=O)oc2c1,-0.6,0.1,-5,-23
CCOC(=O)C1=C(C)N=c2s/c(=C\c3ccc(-c4cc([N+](=O)[O-])ccc4C)o3)c(=O)n2C1c1ccc(N(C)C)cc1 (stereo not given),0.4,-0.2,-1,-5
CC1CCc2nc(NC(=O)c3ccc(F)cc3)sc2C1 (stereo not given),-1.4,0.0,-31,-20
CCOc1ccc(S(=O)(=O)N2CCc3ccccc3C2CC(=O)O)cc1 (stereo not given),0.6,0.0,5,9
CCC1Sc2ccccc2N(CC(=O)NCc2ccc(C)cc2)C1=O (stereo not given),-0.5,-0.3,0,5
CC(=O)c1nnn(-c2nonc2N)c1C,2.8,0.0,0,9
CC(=O)C1=C(O)C(=O)N(c2ccc(F)cc2)C1c1ccccc1[N+](=O)[O-] (stereo not given),-0.1,0.3,2,8
O=C(CCN1C(=O)c2ccccc2C1=O)N1CCCCCC1,-2.6,0.0,-13,2
C=CCN(CC=C)C(=O)CC1(c2ccccc2OC)CC(=O)N(CCCOC)C1=O (stereo not given),1.1,0.1,-56,8
CSc1ccc(NC(=O)C2CC23CCN(C(=O)COc2ccccc2)CC3)cc1 (stereo not given),-0.1,-0.3,7,-1
COCCn1c(-c2ccncc2)nn(CN(C)C2CCN(C)CC2)c1=S,-1.7,-0.2,-2,6

# Compound activity (PubChem BioAssay)
